Screens: PubChem BioAssay, Fisher Drug Discovery Resource Center
mcGAS MS inh: mouse cGAS inhibition by mass spec; Q8C6L5; recombinant mouse cGAS, cGAMP by RapidFire MS; inhibition, % at 12.5 µM; 130,000 tested, 0.18% active;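 active = inhibition of cGAS enzyme activity at or above 60%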;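 also: enzyme stimulated by 45 bp dsDNA with ATP and GTP substrates; cGAMP share of summed cGAMP plus half ATP and half GTP signals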
Target sequence (Q8C6L5 whole entry, looked up): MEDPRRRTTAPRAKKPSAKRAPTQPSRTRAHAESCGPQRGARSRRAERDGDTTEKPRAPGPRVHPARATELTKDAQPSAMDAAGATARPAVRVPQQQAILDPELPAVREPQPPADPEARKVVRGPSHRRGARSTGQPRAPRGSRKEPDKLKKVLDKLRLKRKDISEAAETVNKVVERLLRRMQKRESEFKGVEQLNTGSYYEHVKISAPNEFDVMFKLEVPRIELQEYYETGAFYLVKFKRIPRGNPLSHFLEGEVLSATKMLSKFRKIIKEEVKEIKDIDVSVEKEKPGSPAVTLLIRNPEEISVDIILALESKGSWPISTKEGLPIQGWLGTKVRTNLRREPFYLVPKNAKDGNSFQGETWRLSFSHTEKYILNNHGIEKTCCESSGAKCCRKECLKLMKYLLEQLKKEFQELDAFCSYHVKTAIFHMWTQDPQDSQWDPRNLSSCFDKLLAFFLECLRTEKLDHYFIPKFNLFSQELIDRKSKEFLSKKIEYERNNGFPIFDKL
* = called active by the depositor; & = joins results of further samples. The list is partial; rates above refer to the full screens.

SMILES	mcGAS MS inh
O=C(OCC(=O)N1CCOC2CCCCC21)c1c[nH]cc1-c1ccc(Cl)s1 (centres undefined)	-2.2
Cc1cccc(NC(=O)Cn2nc(C(C)C)c3cnn(C(C)(C)C)c3c2=O)c1C	-4.1
CCCCOc1ccc(-c2c(C#N)c(N)nc(SC)c2C#N)cc1	-6.2
CC(C)(NCC(=O)Nc1c(Cl)cccc1Cl)c1ccc(Cl)c(Cl)c1	-6.3
CCN1CCC(O)C(C)C1C (centres undefined)	0.3
COc1ccc(N(CCc2ccccc2)C(=O)c2nccnc2N)cc1	-2.7
CC(=O)c1ccc(OCC(=O)Nc2sc(-c3ccccc3)c(C)c2C(=O)N2CCOCC2)cc1	-7.8
Cc1ccc(NC(=O)N(CCC(C)C)CC(=O)Nc2ccon2)cc1C	-8.3
Cc1ccccc1NC(=O)C1CCCN1c1ncnc2ccccc12 (centres undefined)	-8.5
O=C(Cn1cc([N+](=O)[O-])cn1)NCC1CCCO1 (centres undefined)	-1.3
Cc1ccc[n+](C(C)C(=O)c2ccc(Cl)cc2)c1 (centres undefined)	-20.2
Cc1nnsc1CN(C)C(=O)COc1ccc(F)cc1	-20.3
O=C(c1ccc(Cl)c([N+](=O)[O-])c1)c1ccc(Cl)c([N+](=O)[O-])c1	0.6
CC(=O)C(C)Sc1nnc(-c2ccc(Cl)cc2)n1CC(=O)O (centres undefined)	0.5
COc1cccc(C2CC(c3ccc(Br)cc3)=NN2C(C)=O)c1OC (centres undefined)	-2.0
Cc1cccn2c(=O)nc(SCc3cccc([N+](=O)[O-])c3)nc12	-2.5
C#CCOc1c(Cl)cc(C=C(C#N)C#N)cc1OC	15.9
Cc1cc(C2(O)CCCCC2C)cc(C)c1C (centres undefined)	-16.4
Cc1cccc(C)c1OCc1cc(C(=O)NCCN2CCNC2=O)no1	-7.4
COC(=O)C[C@](O)(CCCC(C)(C)O)C(=O)O[C@@H]1C(OC)=C[C@]23CCCN2CCc2cc4c(cc2[C@H]13)OCO4	-18.3
CCc1[nH]nc(NC(=O)Cc2ccc(C)nc2)c1Br	-5.8
Cc1nc(C)c(CN2CCC(C(=O)Nc3ccc(-n4cccn4)cc3)CC2)nc1C	-2.3
CN(Cc1ccccc1Br)c1cnc2ccccc2n1	1.7
C=CC[C@@H]1CC=C[C@@H](c2ccccc2)N1C(=O)CCC(=O)OC	-13.7
COc1ccc(OC)c(S(=O)(=O)N2CCN(C(=O)CCCc3cccs3)CC2)c1	-0.6
O=C(Cc1csc(Cc2ccccc2)n1)Nc1ccc2oc(=O)[nH]c2c1	-12.9
COC1CC(C2C(C(=O)c3cccs3)=C(O)C(=O)N2c2nnc(SCc3ccccc3)s2)=CCC1=O (centres undefined)	-6.5
CC(C)C1CN(C(=O)c2cnc3ccccn23)CCCN1CC1CC1 (centres undefined)	12.7
CCCCn1c(CN2CCC(COC)C2)cnc1S(=O)(=O)CC1CCC1 (centres undefined)	-4.8
CCc1[nH]c2c(CNC(=O)[C@H]3[C@@H]4C=C[C@@]5(CN(C)C(=O)[C@@H]35)O4)cc(C)cc2c1C	-12.1
CCn1cc2nc(OC)c(CNC(=O)c3csc(NC)n3)cc2c1O	-6.6
CC(C)(C)OC(=O)NCCC(=O)NCc1cn(-c2ccccc2)nc1-c1ccc(F)cc1	-2.3
CC1CCc2sc(C(=O)NN=CC3CCCCC3)cc2C1 (centres undefined)	18.6
O=C(CCn1c(CO)nc2ccccc21)N1CCC2(CCNCC2)CC1	-5.5
CCOC(Cn1cc(C(=O)N2CCOc3ccccc32)nn1)OCC	-4.9
O=C(CSc1c[nH]c2ccccc12)N1CCOCC1	-4.8
Cc1ccc(/C(=C\N2CCOCC2)S(=O)(=O)c2ccc(C)cc2)cc1	-6.1
CCC(C)n1cnc2c(nnn2CC)c1=O (centres undefined)	-6.9
CC(C(=O)N(C)c1ccccc1)n1cccn1 (centres undefined)	0.7
Cc1ccc(-c2nn(CC(=O)NCC(C)C)cc2Br)cc1	-11.5

Rewritten bar-delimited: five of the compounds above
Compound | mcGAS MS inh
CN(Cc1ccccc1Br)c1cnc2ccccc2n1 | 1.7
C=CC[C@@H]1CC=C[C@@H](c2ccccc2)N1C(=O)CCC(=O)OC | -13.7
CCCCn1c(CN2CCC(COC)C2)cnc1S(=O)(=O)CC1CCC1 (centres undefined) | -4.8
O=C(CSc1c[nH]c2ccccc12)N1CCOCC1 | -4.8
CCC(C)n1cnc2c(nnn2CC)c1=O (centres undefined) | -6.9

Given field by field: entries from further up.
CCOC(Cn1cc(C(=O)N2CCOc3ccccc32)nn1)OCC
  mcGAS MS inh: -4.9

CCc1[nH]c2c(CNC(=O)[C@H]3[C@@H]4C=C[C@@]5(CN(C)C(=O)[C@@H]35)O4)cc(C)cc2c1C
  mcGAS MS inh: -12.1

COC1CC(C2C(C(=O)c3cccs3)=C(O)C(=O)N2c2nnc(SCc3ccccc3)s2)=CCC1=O (centres undefined)
  mcGAS MS inh: -6.5

Other structures follow.
SMILES	mcGAS MS inh
CC(=O)Nc1ccc(S(=O)(=O)Nc2ccc(CC(=O)N3CCOCC3)cc2)c(C)c1	-5.5
CC1CN(CC2CCCN2C(=O)c2csc3cncn23)CC(C)O1 (centres undefined)	1.5
CCn1c(=O)n(CC(=O)N(C)CC(=O)Nc2c(C)cc(C)cc2C)c2ccccc21	-4.1
CN(CC(=O)N1CCN(S(=O)(=O)c2ccc(F)cc2)CC1)Cc1nc2ccccc2c(=O)[nH]1	-7.5
C=C(C)COc1ccccc1C(=O)NCc1noc(-c2cccs2)n1	-5.8
Cc1cccc(Nc2ncnc(N)c2[N+](=O)[O-])c1	42.3
COc1ccc(CNc2ncnc3[nH]ncc23)cc1	-4.5
CCc1nnc(-c2ccc(OC)c(I)c2)o1	-1.6
c1ccc(COc2ccccc2OCCNCCN2CCOCC2)cc1	3.5
CCSc1nnc2c(n1)OC(c1ccccn1)Nc1ccc(Br)cc1-2 (centres undefined)	5.9
Cc1cccc(S(=O)(=O)NC(=O)C2(C)CCN2C(=O)C2(c3ccc(Cl)cc3)CCC2)c1 (centres undefined)	-16.3
COC(=O)c1cccc(NC(=O)NC2CCCN2S(=O)(=O)c2ccc(Cl)cc2)c1 (centres undefined)	-8.9
COc1ccc(CN2C[C@@H]3C4CCC(CC4)[C@@H]3C2)c(OC)c1OC	-13.8
COc1cc(C)ccc1CN1CCC2(CC1)CCN(C(=O)C(C)C)CC2	-8.1
CN(Cc1ccc(O)cc1)C(=O)C1CCN(c2ccc(Cl)cn2)CC1	0.2
CCNC(=S)NN=C(C)C1CCCCC1	-7.7
CCN(CCc1nc2ccc(C)cc2[nH]1)C(=O)c1cccc(-n2cnnc2)c1	-15.6
c1ccc2sc(Sc3nnnn3C3CC3)nc2c1	2.7
CCN(CC1CCOCC1)C(=O)c1ccc(-c2ccn[nH]2)cc1	-29.8
O=C1OC(CNS(=O)(=O)c2cccs2)CN1c1ccccc1 (centres undefined)	-23.6
CC1(C(=O)NS(=O)(=O)c2ccc(Cl)s2)CCN1C(=O)C1(c2ccc(Cl)cc2)CC1 (centres undefined)	-7.1
CC1(C(=O)NCc2cccc3ccccc23)CCN1Cc1c(F)cccc1F (centres undefined)	-7.0
CCCn1c(=O)n(C)c(=O)c2c(SCC(=O)C(C#N)=C(C)N)nc(CC(C)C)nc21	-1.4
O=C(c1cn(-c2ccccc2)nn1)N1CCCC(c2nc3ccccc3[nH]2)C1 (centres undefined)	-9.4
CC1CCC2(CC1)NC(=O)N(CC(=O)N1CCC3CCCCC3C1)C2=O (centres undefined)	0.8
CC(NC(=O)CCl)c1cccc2ccccc12 (centres undefined)	-14.7
O=C(CSc1cc(-c2ccccc2)ncn1)N1CCCC1	-7.9
NS(=O)(=O)c1cc(C(=O)NCC(F)(F)F)ccc1Cl	-2.0
Cc1sc2ncnc(SCC(=O)O)c2c1C	8.8
COCCn1c(=O)c2c(nc3n(-c4ccccc4)c(-c4ccccc4)cn23)n(C)c1=O	-1.2
CN(Cc1nc2ccc(Cl)cc2[nH]1)C(=O)c1cn(-c2ccccc2)nn1	-17.5
CC(C)(C)c1csc(C2CCCCN2C(=O)c2ncccn2)n1 (centres undefined)	-2.2
O=C(COC(=O)c1ccc([N+](=O)[O-])o1)NCC1CCCO1 (centres undefined)	-4.5
CCCCn1c(SCC(=O)c2ccc(F)cc2)nc2ccc(N3CCOCC3)cc2c1=O	4.8
COc1ccc(CN2CCC2(C)C(=O)Nc2cccc(Oc3ccccc3)c2)cc1 (centres undefined)	-1.3
CC(C)C(=O)NCC1CCCN(C(C)CCSc2ccccc2)C1 (centres undefined)	-0.7
CC(NC(=O)C1CCCN(S(=O)(=O)c2ccc(F)cc2)C1)c1ccccc1 (centres undefined)	-3.2
Cc1c(Cl)cccc1Nc1ncnc2c1nnn2C	-9.2
Cc1cc2c(cc1O)NC(=O)CC2c1ccc(Oc2ccccc2)nc1 (centres undefined)	-5.7
COC(=O)c1ccc(NC(=O)N(C)Cc2ccc(OC)c(OC)c2)cc1	-16.7
CC(C)(/C=N\O)/[N+]([O-])=C/c1ccccc1	5.7
Cc1noc(C)c1S(=O)(=O)N1CCOc2c(cc(-c3ncc(C(F)(F)F)cc3Cl)cc2OCC2CCCO2)C1 (centres undefined)	-6.2
Cc1c(C(C)NC2CCSCC2)cnn1-c1cccc2ccccc12 (centres undefined)	-7.2
CNC(=O)c1cccc(NS(=O)(=O)c2c(C)cc(C)cc2C)c1	-4.9
COc1ccc2[nH]cc(CCNc3ncncc3Br)c2c1	0.2
COC(=O)c1ccc(N2C(=O)CC(N3CCN(Cc4ccc5c(c4)OCO5)CC3)C2=O)cc1 (centres undefined)	-7.2
Cc1c(Cl)cccc1S(=O)(=O)N1[C@H]2CCNC[C@@H]1CC2	-30.0
O=[N+]([O-])c1ccc(N=Nc2c(O)n(Cc3ccc(F)cc3)c3ccccc23)cc1	0.5
CC(C)CNc1ccc2c(n1)C(=O)N([C@H](C)C(=O)N[C@@H](C)c1ccc(F)cc1)C2	6.7
COC(=O)CCCC(=O)N1CCC2(CCCN(Cc3ccc(F)c(F)c3)C2=O)C1 (centres undefined)	-13.4
Cc1cnn(C(C)C(=O)NCc2cccnc2Oc2ccccc2C)c1 (centres undefined)	-3.3
CC1CCCN(C(=O)CN2CCCC2C2CCCCC2)C1 (centres undefined)	1.7
CN(C)S(=O)(=O)Nc1cc(Br)ccc1-n1cccn1	-8.5
CCN(CC)S(=O)(=O)c1ccc(Sc2nnc(C)s2)nc1	-2.2
Cc1nnc(NC(=O)c2cc(=O)c(OCc3ccc(F)cc3)co2)s1	7.1
CC(C)N(C(=O)NC(=O)C1=C(N2CCOCC2)/C(=C\c2ccccc2)CCC1)S(C)(=O)=O	-1.2
Cc1cccnc1N1CCN(C2CCN(C(=O)C(C)C)CC2)CC1	-1.1
O=C(Nc1ccc(C(F)(F)F)cc1)N1CCN(Cc2cccnc2)CC1	-6.3
COc1ccc2cc(C(=O)NC(C)c3cccc(N4CCOC4=O)c3)[nH]c2c1 (centres undefined)	-3.0
Nc1ncnc(SC2=NCCS2)c1[N+](=O)[O-]	-12.0
Going on with the list.
SMILES	mcGAS MS inh
O=C(O)C1CC2CCCCC2N1C(=O)c1ccc(F)cc1F (centres undefined)	-7.2
CN1CCN2CCN(C(=O)c3ccc(C#CC(C)(C)O)o3)CC2C1 (centres undefined)	-8.3
Cc1cc(C)c(C)c(OCC(=O)Nc2ncn[nH]2)c1	22.2
COc1cc2nc(N(C)CCCNC(=O)C3CCCO3)nc(N)c2cc1OC (centres undefined)	-13.1&-2.1&5.7
Cc1nc(N)nc(C)c1CC(=O)N1CC(c2ccncc2)C1	-12.8
COCCn1c(C)cc(C(=O)COC(=O)Cn2c(C)csc2=O)c1C	4.5
C#CCN1CCCCC1C(=O)N1CCC(n2nnc3c2CCCC3)CC1 (centres undefined)	2.5
COc1cccc(N2CC(CNC(C)=O)OC2=O)c1 (centres undefined)	-23.6
O=C(CN1CCCC1c1noc(C2CC2)n1)NC1CCCCNC1=O (centres undefined)	-15.6
COc1ccc(C2=N/C(=C\c3ccc(OC(F)(F)F)cc3)C(=O)O2)cc1OC	-6.3
CC(=O)c1cnn(-c2cc(C)ccc2C)c1C	-6.3
CC(C)(C)n1ncc2c1CCN(C(=O)c1ccc(Cl)s1)C2	-0.5
N#CCCN(C(=O)c1cnccn1)c1cccc(C(F)(F)F)c1	-5.6
CC1(C(=O)NS(=O)(=O)c2ccc(Br)cc2)CCN1C(=O)Cc1ccsc1 (centres undefined)	2.5
CC1=Nc2cccc3cccc(c23)N1c1ccccc1	1.8
COc1cc(OC)c(C2C3=C(CCCC3=O)N=C3NN(c4ccccc4)C(=O)C32)cc1OC (centres undefined)	-8.6
CC1CCCN(S(=O)(=O)NCCCNC(=O)c2ccccc2F)C1 (centres undefined)	-10.9
S=C1NC2Nc3ccccc3C2=NN1CC1CCCO1 (centres undefined)	-2.1
Cc1cc(Cl)ccc1NC(=O)CCN1C(=O)C2CCCCC2C1=O (centres undefined)	-5.1
CCc1nn(-c2ccccc2)c(NC(=O)c2ccc(C)[nH]c2=O)c1C	-22.9
O=S(=O)(c1cccc(F)c1)N1CCN(Cc2nc3ncccc3[nH]2)CC1	11.3
COc1ccc(C(C)NC(=O)C(C)Oc2ccc(F)cc2Br)cc1F (centres undefined)	1.4
CC1(C)C2CCC(=O)[C@@]3(C)CC[C@](C)(O)[C@H]3C21 (some centres undefined)	-5.1
O=S(=O)(N1CCOCC1)N1CCCC1Cn1ccnc1 (centres undefined)	-6.2
CCc1nc2ccccc2n1CC(O)CN1C(=O)c2ccccc2C1=O (centres undefined)	-10.4
CN(C)C(=O)Nc1nc(Sc2ccccc2)ns1	-14.5
Cc1ccc(-c2noc(C(C)NCC3CN(C)CCO3)n2)cc1F (centres undefined)	-6.9
COc1ccc(-c2c3c(nc4sc(C(=O)N5CCCCCC5)c(N)c24)CC(C)(C)CC3=O)cc1	-3.2
CC(C)CCN1CC(C(=O)NC(C)C)CC1=O (centres undefined)	-4.7
N#Cc1c(N)n(-c2cccc(N)c2)c2nc3ccccc3nc12	-9.7
